Rab7 wt modul = modulators of GTP binding to Rab7, primary screen, biochemical, wildtype, multiplex bead flow cytometry; Rab7 GTPase wild type (dog), Bodipy-FL-GTP binding; GST-Rab7 beads, fluorescent GTP binding; actives lie on both sides; untreated = 100%, excess cold GTP = 0%; GTP binding activity (percent of control), % at 10 µM; actives 0.055% (n = 190,000); AID 758, 2007;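 active means fluorescent GTP binding to Rab7 beads changed by at least 20 points from the 100% baseline, either direction, mostly lower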;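 further: median green fluorescence of bound Bodipy-FL-GTP per Rab7 bead population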
Rac1 act GTP bind = GTP binding modulators of activated mutant Rac1, primary screen, biochemical, bead-based flow cytometry, multiplex, fluorescent GTP | Ras-related C3 botulinum toxin substrate 1 (Homo sapiens), P63000 | GST-Rac1 activated beads; actives lie on both sides; 100% means binding = to untreated wells | percent activity (GTP binding), % at 10 µM | actives 0.11% (n = 190,000) | AID 764, 2007;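 active means GTP binding at least 20 percentage points away from the 100% baseline, in either direction, so actives lie on both sides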
Pf gametocyte = late stage P. falciparum gametocyte viability inhibitors, primary screen, ATP luminescence, HTS. P. falciparum stage V gametocytes, 24 h. inhibition, % at 10.9 µM. actives 0.065% (n = 150,000). AID 743093, 2013;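 active means inhibition above the mean plus 3 SD of compounds within the control limits, set per campaign, cut at about 38% in these data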;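 further: 0% = DMSO wells and 100% = medium only without gametocytes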
Bim-Mcl-1 = inhibitors of Bim peptide binding to Mcl-1, primary screen, biochemical, bead-based flow cytometry, multiplex; Induced myeloid leukemia cell differentiation protein Mcl-1 (Homo sapiens), Q07820; Bim peptide-Mcl-1 binding; inhibition, % at 10 µM; actives 0.1% (n = 190,000); AID 1009, 2008; in the data active means inhibition above about 40%;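 further: 0% = no compound tracer wells and 100% = peptide blocker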
Target sequence (Q07820 whole entry, looked up): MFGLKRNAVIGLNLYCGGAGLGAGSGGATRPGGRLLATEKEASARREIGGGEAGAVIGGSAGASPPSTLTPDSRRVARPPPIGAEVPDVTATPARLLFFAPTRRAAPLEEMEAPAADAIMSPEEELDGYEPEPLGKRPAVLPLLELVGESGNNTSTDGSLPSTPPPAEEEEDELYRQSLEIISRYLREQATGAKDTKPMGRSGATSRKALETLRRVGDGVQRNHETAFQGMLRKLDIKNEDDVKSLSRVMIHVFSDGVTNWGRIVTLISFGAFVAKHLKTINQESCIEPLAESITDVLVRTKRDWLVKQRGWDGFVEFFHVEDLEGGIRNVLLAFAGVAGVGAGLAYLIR
Rab2 wt GTP = modulators of GTP binding to Rab2A wildtype, primary screen, biochemical, dog, bead-based flow cytometry, multiplex; Ras-related protein Rab-2A (Canis lupus familiaris), P61105; GST-Rab2 wt beads, Bodipy-GTP binding; GTP binding activity, % at 10 µM; actives 0.19% (n = 190,000); AID 760, 2007;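 active means GTP binding activity at least 20 points away from 100%, either lowered or raised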;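 further: 0% = beads with excess unlabeled GTP and 100% = no-compound control corrected for plate trend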
Mcl1-Noxa inh = Mcl-1/Noxa binding inhibitors, primary screen, biochemical, TR-FRET, 1536-well | Induced myeloid leukemia cell differentiation protein Mcl-1 (Homo sapiens), Q07820 | TR-FRET Mcl-1/Noxa peptide binding, 2 h | inhibition, % at 21.7 µM | actives 1.5% (n = 220,000) | AID 1022, 2008;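 active means compounds that cut the protein-peptide binding signal by more than 50% relative to plate controls in a single-dose test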;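 further: His-tagged Mcl-1 with rhodamine Noxa BH3 peptide and terbium anti-His antibody; 0% = Mcl-1 plus Noxa peptide wells and 100% = peptide-only wells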
HRas wt GTP = modulators of GTP binding to HRas wildtype, primary screen, biochemical, bead-based flow cytometry, multiplex | actives 0.14% (n = 190,000) | GTP binding activity, % at 10 µM | AID 759, 2007 | GST-Ras wt beads, Bodipy-FL-GTP binding; actives lie on both sides | GTPase HRas (Homo sapiens), P01112;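 active means GTP binding activity at least 20% away from the 100% baseline, either lowered as inhibitor or raised as activator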;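 further: 0% = unlabeled GTP competition control and 100% = no-compound control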
Target sequence (P01112 whole entry, looked up): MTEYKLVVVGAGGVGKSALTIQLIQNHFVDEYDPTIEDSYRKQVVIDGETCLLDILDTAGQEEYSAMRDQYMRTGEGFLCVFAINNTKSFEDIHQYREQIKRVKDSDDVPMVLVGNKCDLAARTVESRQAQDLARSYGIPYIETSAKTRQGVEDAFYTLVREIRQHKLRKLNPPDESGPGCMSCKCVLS
Mcl1 Bid PPI = Mcl-1/Bid binding inhibitors, primary screen, biochemical, TR-FRET, 1536-well; TR-FRET Mcl-1/Bid-Dy647 peptide binding; inhibition, % at 21.7 µM; actives 0.97% (n = 220,000); AID 1021, 2008;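 active means compounds that cut the binding signal by more than half at the single screening dose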;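 further: His-tagged Mcl-1 with europium anti-His antibody binding Bid BH3 peptide; 0% = Mcl-1 plus peptide wells and 100% = peptide-only wells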
Cdc42 wt GTP = modulators of GTP binding to wildtype Cdc42, primary screen, biochemical, multiplex bead flow cytometry, Bodipy-GTP; actives 0.2% (n = 190,000); GST-Cdc42 beads; actives lie on both sides; percent activity (GTP binding), % at 10 µM;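 active means percent activity GTP binding at least 20 points away from the 100% baseline, either down as inhibitor or up as activator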;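 further: median bead fluorescence of bound Bodipy-FL-GTP at 100 nM; 0% = excess unlabeled GTP control and 100% = no compound control; below 100% means less GTP binding so inhibitor and above means activator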
Target sequence (P60953 whole entry, looked up): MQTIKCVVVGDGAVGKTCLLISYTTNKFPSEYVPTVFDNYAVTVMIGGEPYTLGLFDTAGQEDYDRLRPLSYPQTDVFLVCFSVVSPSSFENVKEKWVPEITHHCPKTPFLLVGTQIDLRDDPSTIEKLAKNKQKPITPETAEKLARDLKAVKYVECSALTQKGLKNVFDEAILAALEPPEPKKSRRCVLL
Avidin fluor = green autofluorescence of compounds with avidin beads – biophysical, 488/530 nm, flow cytometry, artefact control, profiling panel; compound fluorescence 488/530 nm; active compounds read high; fluorescence (KMESF) at 10 µM; actives 0.38% (n = 220,000); in the data active means fluorescence above about 47; further: inactives centre near 10
Rac1 wt modul = wildtype Rac1 GTP binding modulators, primary screen, biochemical, GST-Rac1 beads, flow cytometry, multiplex; actives 0.27% (n = 190,000); Ras-related C3 botulinum toxin substrate 1 (Homo sapiens), P63000; fluorescent GTP binding; actives lie on both sides; 0 = cold GTP competed, 100 = untreated; GTP binding activity (% of control), % at 10 µM;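 active means GTP binding activity at least 20 points away from the 100% control level, either lower or higher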
* = called active by the depositor; · = not tested or not shown.

SMILES	Rab7 wt modul	Rac1 act GTP bind	Pf gametocyte	Bim-Mcl-1	Rab2 wt GTP	Mcl1-Noxa inh	HRas wt GTP	Mcl1 Bid PPI	Cdc42 wt GTP	Avidin fluor	Rac1 wt modul
O=C(NC12CC3CC(CC(C3)C1)C2)c1ccc(=O)oc1	99.0	95.0	-28.4	1.0	100.0	3.2	99.0	-8.5	96.0	13	99.0
Cc1cccc(NC(=O)COc2ccc(Br)cc2C)n1	93.0	95.0	·	-2.0	95.0	19.9	96.0	-12.4	97.0	3	97.0
Nc1nccc(-c2cccs2)n1	105.0	93.0	-51.6	2.0	96.0	-1.6	98.0	6.8	94.0	14	97.0
CCCC1CC(CSC(=N)N)OC1=O (configuration not stated)	98.0	100.0	3.2	0.0	100.0	12.0	100.0	-18.5	102.0	8	105.0
CCOC(=O)C1CCCN(C(=O)c2cc(-c3ccccc3)nc3ccccc23)C1 (configuration not stated)	107.0	96.0	-17.6	0.0	101.0	5.7	96.0	-13.0	93.0	8	96.0
COc1cc(SC)ccc1C(=O)NCCOc1ccc(C)c(C)c1	100.0	98.0	27.1	-1.0	97.0	3.7	100.0	-14.6	97.0	3	99.0
N=c1c(C(=O)NCc2ccco2)cc2c(=O)n3ccccc3nc2n1Cc1ccccc1	95.0	95.0	10.1	-1.0	93.0	45.6	97.0	-4.1	97.0	38	96.0
O=C(CCC1CCCN(C(=O)c2ccc3cc[nH]c3c2)C1)N1CCN(c2ccccn2)CC1 (configuration not stated)	98.0	94.0	·	0.0	95.0	10.4	95.0	-36.3	96.0	11	99.0
COCCN1Cc2cccc(C(=O)NCc3ccccc3OC)c2C1=O	95.0	95.0	-4.3	0.0	96.0	8.4	97.0	-24.2	98.0	13	97.0
Cc1ccnc(N2CCC(C(=O)NC3CCCCCC3)CC2)n1	101.0	101.0	-17.0	-3.0	101.0	-9.9	100.0	-17.7	103.0	15	105.0
COc1cc(C(=O)NCC(c2ccco2)N(C)C)cc(OC)c1OC (configuration not stated)	99.0	99.0	11.4	-4.0	100.0	18.9	99.0	-14.7	102.0	11	105.0
O=C(C1CCN(C2CC(=O)N(c3cccc(Cl)c3)C2=O)CC1)N1CCCC1 (configuration not stated)	100.0	98.0	15.7	0.0	100.0	6.4	98.0	-23.1	102.0	10	104.0
Cc1ccc2c(c1)c1c(n2CC2COC(C)(C)O2)C(=O)CCC1 (configuration not stated)	106.0	103.0	·	-1.0	112.0	17.7	111.0	-36.3	109.0	19	107.0
COc1ccc(C(=O)N2CCCCC2)cc1S(=O)(=O)Nc1cccc(C(=O)O)c1	100.0	97.0	-5.4	-1.0	98.0	21.0	101.0	5.7	98.0	23	104.0
Cc1c(C(=O)O)oc2ccc(S(=O)(=O)NC3CCCCCCC3)cc12	100.0	96.0	10.2	-3.0	98.0	14.9	101.0	19.2	101.0	14	102.0
COc1ccccc1CNC(=O)CCNC(=O)Cn1ccc2ccccc2c1=O	96.0	93.0	1.8	0.0	95.0	0.7	99.0	-10.4	96.0	13	94.0
CC(C)C(=O)N1N=C(c2ccc(NS(C)(=O)=O)cc2)CC1c1cccs1 (configuration not stated)	100.0	101.0	-12.1	0.0	100.0	3.5	101.0	6.6	101.0	4	103.0
NCc1cccc(-n2cccn2)c1	102.0	99.0	1.9	-3.0	102.0	10.0	101.0	-5.8	103.0	13	107.0
CCOc1ccc(NC(=O)Cn2nnc3c(cnn3-c3ccc(F)cc3)c2=O)cc1	101.0	95.0	-13.0	0.0	97.0	-5.4	98.0	-5.8	97.0	25	96.0
O=c1[nH]c2ccccc2c(O)c1O	96.0	94.0	·	0.0	95.0	47.1	96.0	-1.9	96.0	6	99.0
CC(=O)Nc1nnc(-c2ccco2)o1	98.0	98.0	13.5	-3.0	99.0	-15.6	99.0	-6.9	101.0	4	100.0
CC(C)C(NS(=O)(=O)c1cccs1)C(=O)Nc1nc(C(C)(C)C)cs1 (configuration not stated)	104.0	100.0	-27.1	-4.0	104.0	7.2	104.0	-17.7	103.0	11	101.0
CCN(CC)C(=O)CC(c1ccc(F)cc1)c1ccc(OC)cc1 (configuration not stated)	97.0	99.0	-9.9	0.0	102.0	-10.5	100.0	1.2	106.0	13	104.0
O=C(NC12CC3CC(CC(C3)C1)C2)c1ccccc1	96.0	95.0	-21.3	-1.0	98.0	9.7	96.0	6.2	99.0	9	95.0
O=C(COc1ccc(Br)cc1)N/N=C1\SCC(=O)N1c1ccc(F)cc1	101.0	102.0	·	-5.0	103.0	14.2	103.0	0.1	103.0	6	108.0
COc1ccccc1NS(=O)(=O)c1cccc(N2CC(O)=C(c3ccccc3)C2=N)c1	103.0	100.0	-11.9	-3.0	98.0	7.8	101.0	-27.6	101.0	3	106.0
Cc1cccc(CCNC(=O)C2CCN(S(=O)(=O)c3cccc4nsnc34)CC2)c1	103.0	100.0	-32.8	0.0	100.0	-2.9	102.0	-6.6	99.0	7	102.0
Cc1c(C(=O)COC(C)(C)C)[nH]c2ccccc12	98.0	100.0	8.8	2.0	100.0	8.9	101.0	-14.3	100.0	13	102.0
CCC(C)NCCOc1ccccc1C (configuration not stated)	104.0	96.0	5.6	-1.0	99.0	12.5	99.0	29.2	100.0	10	105.0
Cc1nn(-c2ccccc2)c(N2CCCC2)c1/C=N/Nc1ccc(S(N)(=O)=O)cc1[N+](=O)[O-]	96.0	98.0	-13.6	-7.0	100.0	18.9	99.0	-15.2	102.0	24	103.0
Cc1sc2ncnc(SCC(=O)NC(C)C(C)C)c2c1C (configuration not stated)	92.0	93.0	·	-2.0	92.0	11.8	94.0	-7.2	94.0	11	96.0
c1cc(-c2cccs2)nc(-c2cccs2)c1	100.0	98.0	16.0	-22.0	96.0	-2.3	98.0	11.6	99.0	3	101.0
COc1ccc(S(=O)(=O)NN(C)C(=O)c2nn(-c3ccccc3)ccc2=O)cc1	101.0	94.0	17.7	-3.0	98.0	18.9	99.0	-47.1	100.0	6	99.0
COC(=O)c1ccc(N=NNc2cccc(Br)c2)cc1	98.0	91.0	4.1	-2.0	94.0	16.8	98.0	-13.5	93.0	14	96.0
CCCCN(C)C(=O)C1CCC(=O)N(c2cc(OC)c(OC)c(OC)c2)C1c1ccc(OC)cc1 (configuration not stated)	97.0	99.0	·	0.0	99.0	-4.4	99.0	3.6	99.0	36	104.0
CCOC(=O)N1CCN(S(=O)(=O)c2ccc(F)cc2)CC1	99.0	99.0	5.9	2.0	100.0	-5.7	101.0	-12.7	100.0	4	100.0
Cc1cccc(OCC(=O)N/N=C\c2cn(C)c3ccccc23)c1	94.0	100.0	-0.9	-3.0	97.0	9.7	95.0	-9.3	102.0	9	104.0
O=C(Nc1cccc(-c2cn3ccccc3n2)c1)c1cc2ccccc2oc1=O	99.0	96.0	·	2.0	99.0	59.2*	99.0	59.7*	96.0	4	96.0
COc1cccc(OCC(=O)Nc2ccccc2NC(C)=O)c1	97.0	98.0	·	1.0	99.0	-2.4	99.0	-3.4	101.0	30	101.0
C/C(=N\NC(=O)CN(c1ccccc1)S(=O)(=O)c1ccccc1[N+](=O)[O-])C(C)(C)C	94.0	97.0	5.1	-12.0	96.0	5.5	97.0	-20.7	93.0	9	100.0

No new results follow: entries from further up.
SMILES	Rab7 wt modul	Rac1 act GTP bind	Pf gametocyte	Bim-Mcl-1	Rab2 wt GTP	Mcl1-Noxa inh	HRas wt GTP	Mcl1 Bid PPI	Cdc42 wt GTP	Avidin fluor	Rac1 wt modul
Cc1cccc(OCC(=O)N/N=C\c2cn(C)c3ccccc23)c1	94.0	100.0	-0.9	-3.0	97.0	9.7	95.0	-9.3	102.0	9	104.0
O=C(Nc1cccc(-c2cn3ccccc3n2)c1)c1cc2ccccc2oc1=O	99.0	96.0	·	2.0	99.0	59.2*	99.0	59.7*	96.0	4	96.0
COc1cccc(OCC(=O)Nc2ccccc2NC(C)=O)c1	97.0	98.0	·	1.0	99.0	-2.4	99.0	-3.4	101.0	30	101.0

Going on with the list.
SMILES	Rab7 wt modul	Rac1 act GTP bind	Pf gametocyte	Bim-Mcl-1	Rab2 wt GTP	Mcl1-Noxa inh	HRas wt GTP	Mcl1 Bid PPI	Cdc42 wt GTP	Avidin fluor	Rac1 wt modul
Cc1cccc(Nc2nc(N)nc(CSC(=S)N3CCOCC3)n2)c1	98.0	97.0	6.5	-5.0	99.0	6.0	100.0	-15.9	99.0	9	100.0
COc1cc(/C=C/[N+](=O)[O-])ccc1OCc1cccc(C(=O)O)c1	104.0	93.0	·	-1.0	97.0	59.8*	95.0	-2.7	95.0	5	97.0
Clc1ccc(CSc2ncn[nH]2)cc1	97.0	105.0	·	2.0	101.0	-6.0	103.0	-28.4	107.0	15	111.0
Cc1nn(C)c(C)c1Nc1ccc(N2C(=O)C3C4C=CC(C4)C3C2=O)cc1[N+](=O)[O-] (configuration not stated)	92.0	94.0	14.3	0.0	92.0	-13.2	95.0	-6.7	94.0	5	94.0
CC1CCN(S(=O)(=O)Cc2ccccc2Cl)CC1	101.0	99.0	6.6	-3.0	98.0	0.3	101.0	-9.7	101.0	9	102.0
CCOC(=O)Cc1csc(NC(=O)Nc2cccc(Cl)c2)n1	97.0	100.0	-3.2	-5.0	96.0	10.7	95.0	5.2	104.0	4	100.0
O=C(c1ccco1)n1nc(-c2ccco2)nc1SCc1ccccc1	99.0	96.0	-4.0	-7.0	100.0	10.2	100.0	-28.9	99.0	12	102.0
O=C(O)c1cc(C(=O)O)c(-c2ccccc2)c(C(=O)O)c1	102.0	98.0	11.7	2.0	101.0	25.8	104.0	13.0	107.0	15	102.0
CCc1nc(N2CCC(C)CC2)c2oc3ccccc3c2n1	101.0	100.0	·	0.0	100.0	16.8	101.0	10.5	102.0	13	104.0
CC(CP(=O)(O)O)NC(=O)Cc1ccccc1 (configuration not stated)	103.0	98.0	·	-2.0	100.0	26.3	94.0	12.8	92.0	12	88.0
CCC(c1nnnn1C(C)C)N1CCN(C2CCCC2)CC1 (configuration not stated)	101.0	100.0	5.0	0.0	100.0	-1.8	102.0	11.7	102.0	7	104.0
CCOc1ccc(C2C(C(=O)Nc3cc(C)on3)c3ccccc3C(=O)N2CCN2CCOCC2)cc1 (configuration not stated)	101.0	95.0	6.1	-3.0	100.0	23.6	97.0	-22.4	98.0	8	99.0
COc1ccc(C(=O)N2CCCc3ccccc32)cc1	94.0	95.0	-13.2	4.0	97.0	0.0	97.0	-14.4	95.0	5	101.0
